Hsp70 displacement: small molecules displacing fluorescent ligand from Hsp70 – biochemical, fluorescence polarization, primary screen (AID 583); Hsp70 fluorescence polarization probe displacement, mP; higher % means a stronger effect; displacement, % at 20 µM, or IC50 in µM where a hit was titrated; 0.06% of 140,000 active; in the data active = displacement above about 50%;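 also: plate controls were vehicle for no effect and reference ligand for full effect; a part of the inactive calls stands beside numbers as strong as those of hits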
MKP-3 inhibition: MKP-3 phosphatase inhibitors, primary screen, biochemical, rat enzyme, in vitro (AID 425); one-dose inhibition, % at 20 µM; IC50 in µM for titrated hits; recombinant MKP-3 phosphatase activity, fluorescence; higher % means a stronger effect; 0.17% of 110,000 active; in the data active = inhibition above about 50%;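 also: plate controls were vehicle for no effect and reference inhibitor for full effect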
* marks the source's active call; other numbers are inactive results; x = no result given; & = joins results of further samples.

SMILES	Hsp70 displacement	MKP-3 inhibition
CC(=O)Nc1c(C(=O)O)oc2ccc(Cl)cc12	2.3%	-3%
O=c1n(-c2ccccc2)c(=O)n2n1C1c3ccccc3C2c2ccccc21	-1.2%	0%
Cc1cc(C)c2cc(C(O)c3nnnn3Cc3ccccc3)c(=O)[nH]c2c1 (configuration not stated)	-2.8%	-12%
CCCOP(=O)(OCCC)C(Nc1cccc(C(F)(F)F)c1)c1ccc(C)cc1 (configuration not stated)	-1.0%	-2%
Fc1cccc(Cl)c1Cc1noc(/C=C/c2ccccc2)n1	-1.6%	-1%
COC(=O)c1sc2ncn(-n3c(C)ccc3C)c(=O)c2c1C	3.2%	x
CCN(CC)S(=O)(=O)c1cc(-c2nnc(-c3ccc(Br)cc3)o2)ccc1Br	0.2%	x
COCC(=O)n1nc(NCc2ccc(OC)cc2)nc1NCc1ccc(OC)cc1	0.8%	0%
Cn1c(=O)oc2cc(S(=O)(=O)N3CCCC(C(=O)N4CCn5c4nc4ccccc45)C3)ccc21 (configuration not stated)	-5.3%	-2%
Cn1c(CC(O)(c2ccccc2)c2ccccc2)nc2ccccc21	-3.5%	-2%
COc1cc(CNn2nnnc2N)cc(Br)c1OCC(=O)NC(C)(C)C	1.2%	x
Cc1ccc(C2Nc3ccccc3NC3=C2C(=O)CC(c2ccccc2)C3)s1 (configuration not stated)	1.4%	3%
O=C(Cc1ccccc1)NCCCN1CCN(CCCNC(=O)Cc2ccccc2)CC1	-0.7%	-6%
COC(=O)C1=C(N)Oc2n[nH]c(C)c2C1c1ccc(Br)cc1 (configuration not stated)	-0.9%	-3%
Cc1ccc(N(CC(=O)NCCSc2ccc(Cl)cc2)S(=O)(=O)c2ccc(F)cc2)cc1	3.2%	4%
Cc1ccc(-c2nnn(CC(=O)N(c3ccc(F)cc3)C(C(=O)NC(C)(C)C)c3ccco3)n2)o1 (configuration not stated)	-0.6%	x
CCCCOC(=O)c1ccc(N2CCCCC2)cc1	1.0%	-2%
COc1ccc(C2=NN(C(=O)CCC(=O)O)C(c3ccccc3OC)C2)cc1 (configuration not stated)	x	0%
Cc1noc(C)c1COc1cccc(C(=O)NCc2cccc(Cl)c2)c1	2.4%	x
O=C(CCn1c(=O)c2ccccc2n(Cc2ccccc2)c1=O)NCc1ccc2c(c1)OCO2	-4.1%	x
Cc1ccc(C)c(N2CCN(C(=O)CN3C(=O)c4ccccc4C3=O)CC2)c1	5.5%	-9%
CN(Cc1ccccc1)C(=O)c1cccc(N2C(=O)NC3CC2(C)Oc2ccccc23)c1 (configuration not stated)	-2.4%	x
COc1ccc(-c2nnc(SCC(=O)N3CCC(Cc4ccccc4)CC3)o2)cc1OC	-1.6%	-10%
COc1ccc(N2CCN(C(=O)C(Cc3ccccc3)n3cccc3)CC2)cc1 (configuration not stated)	6.0%	-7%
CC(C)CN1C(=O)c2ccc(C(=O)Nc3nccs3)cc2C1=O	-1.6%	6%&2%
COc1cc2c(c(OC)c1OC)c(=O)oc1cc(O)ccc12	-1.6%	4%
C=CCn1c(SCc2ccccc2)nc(O)cc1=O	6.4%	x
COc1ccc(C2(C(N)=O)CCOCC2)cc1OC	-4.2%	-15%
CCc1cccc(OCCCCNCCOC)c1	-1.4%	3%
COC(=O)Oc1nsnc1N1CCOCC1	0.7%	-2%
COc1ccc(CCNS(=O)(=O)c2cccc(F)c2)cc1OC	-1.5%	-2%
O=S(=O)(c1cccc2ccccc12)N1CCSC1	-1.6%	-4%
Cc1ccc(C)c(NC(=O)CSc2nnc([C@@H](N)Cc3ccccc3)o2)c1	4.6%	x
COc1ccccc1/C=C1\SC(N2CCCCCC2)=NC1=O	2.1%	5%
CCc1cccc(NC(=O)COc2ccccc2)c1	2.3%	x
COc1cccc(OC)c1C(=O)Nc1cc(C)ccn1	6.8%	1%
CCOc1ccccc1NC(=O)CCSc1nc2n[nH]c(C)c2c(=N)n1-c1ccccc1Cl	1.5%	-4%
O=C(O)CSc1nnc(SCc2cccc3ccccc23)s1	-3.5%	x
CC(=NCc1ccco1)c1c(C)[nH]n(-c2nc3ccccc3s2)c1=O	-2.2%	-14%
O=C(COc1ccc(Cl)cc1)NNC(=O)c1ccc([N+](=O)[O-])cc1[N+](=O)[O-]	1.6%	-1%
O=C(Cn1nnc(-c2ccccc2)n1)N/N=C/c1c(F)cccc1Cl	-3.7%	3%
CC(C)OC(=O)COc1ccc2c(-c3ccccc3)cc(=O)oc2c1	2.1%	3%
CCCCN(CCCNC(=O)C1CCN(S(=O)(=O)CC)CC1)c1ccccc1	1.9%	1%
CC1(C)CC(n2c(=S)[nH]c3ccccc3c2=O)CCO1 (configuration not stated)	-1.4%	-10%
CC(C)NS(=O)(=O)c1cc(C(=O)O)ccc1Cl	x	-3%
CCn1ccnc1C(O)c1ccccc1OC (configuration not stated)	2.6%&8.4%	2%
CSc1ccc(S(=O)(=O)NCCOc2ccccc2C)cc1	0.6%	-9%
CCCn1nnnc1SCC(=O)Nc1nnc(CC)s1	-2.0%	-6%
O=c1cc(Cl)c(-c2ccccc2)n[nH]1	-1.7%	x
O=C(O)Cc1ccc(O)c(F)c1	4.4%	x

6 compounds from above, sorted by molecular weight, rising.
SMILES	Hsp70 displacement	MKP-3 inhibition
O=C(O)Cc1ccc(O)c(F)c1	4.4%	x
CCn1ccnc1C(O)c1ccccc1OC (configuration not stated)	2.6%&8.4%	2%
CC(C)NS(=O)(=O)c1cc(C(=O)O)ccc1Cl	x	-3%
CC1(C)CC(n2c(=S)[nH]c3ccccc3c2=O)CCO1 (configuration not stated)	-1.4%	-10%
CCCn1nnnc1SCC(=O)Nc1nnc(CC)s1	-2.0%	-6%
CSc1ccc(S(=O)(=O)NCCOc2ccccc2C)cc1	0.6%	-9%

Back to the main list; the three compounds before the break are reprinted first.
SMILES	Hsp70 displacement	MKP-3 inhibition
CCCn1nnnc1SCC(=O)Nc1nnc(CC)s1	-2.0%	-6%
O=c1cc(Cl)c(-c2ccccc2)n[nH]1	-1.7%	x
O=C(O)Cc1ccc(O)c(F)c1	4.4%	x
CCOc1ccccc1N/C(=N\S(=O)(=O)c1ccc(C)cc1)Nc1nc(C)cc(C)n1	-0.9%	-1%
Clc1cccc(Cl)c1COc1ccccn1	11%	-4%
COC(=O)c1ccc(/C=C2/N=C(c3ccc(OC)cc3)N(c3ccc(F)cc3)C2=O)cc1	-1.1%	0%
CC1=C(C(=O)Nc2cccc(Cl)c2C)C(c2cccs2)NC(=O)N1 (configuration not stated)	4.8%	3%
COc1ccc(N2C(=O)CC(Sc3nc(C)cc(C)c3C#N)C2=O)cc1 (configuration not stated)	1.1%	x
O=C1NC(=O)/C(=C\c2ccc(Cl)cc2Cl)S1	-1.2%	2%
COc1ccc(NC(=O)N2CCCC2C(=O)Nc2ccccc2)cc1 (configuration not stated)	-0.8%	x
CCCCn1c2nc3ccccc3nc2c2c(=O)n(C(C)CC)cnc21 (configuration not stated)	-1.0%	1%
O=C(Cn1cnc2ccccc2c1=O)NCc1ccco1	-5.5%	-17%
CCOc1cc(/C=C2\SC(=Nc3ccc(C)c(Cl)c3)NC2=O)ccc1O	-3.4%	-8%
O=C(O)C1CCCCC1C(=O)Nc1nc(-c2cccs2)cs1 (configuration not stated)	-1.9%	-11%
CC1=CC(C)(C)N(C)C(=S)N1c1ccccc1	3.1%	-1%
O=C(COc1nc2ccccc2s1)N1c2ccccc2CCc2ccccc21	7.9%	-4%
O=C(NCCCO)C(=O)NCc1ccccc1Cl	-4.2%	5%
N#CC1=C(SCC(=O)Nc2ccccc2)NC(=O)CC1c1ccco1 (configuration not stated)	-2.3%	x
CC(C)NCCOc1cccc(Br)c1	-3.3%	x
CCc1ccc(-c2nc(CN3CCC(C(=O)N4CCN(c5ccccn5)CC4)CC3)c(C)o2)cc1	4.6%	-6%
N/C(=N\OS(=O)(=O)c1ccc2ccccc2c1)c1ccncc1	-1.0%	x
C=CCc1cccc2cc(C(=O)Nc3ccc(OCC)cc3)c(=O)oc12	-4.2%	5%
O=C1NC(c2ccccc2)(C(F)(F)F)SC2=NCCCN12 (configuration not stated)	-2.9%	-7%
CC(=O)Nc1ccc(S(=O)(=O)NC(CC(=O)NCCCN2CCOCC2)C(C)C)cc1 (configuration not stated)	-2.3%	4%
COc1ccc(-c2cc(C(F)(F)F)n3nc(C(=O)N4CCCc5ccccc54)cc3n2)cc1	-2.1%	5%
COc1ccccc1/C=N/NC(=O)CSc1ccccn1	3.6%	-2%
COC(=O)Cc1c[nH]c2cccc(OCC(O)CN(Cc3ccc([N+](=O)[O-])cc3)C(C)(C)C)c12 (configuration not stated)	1.8%	x
O=S(=O)(Nc1cccc(Br)c1)c1ccc2ccccc2c1	2.4%	4%
O=C(CCn1c(=S)[nH]c2cc3c(cc2c1=O)OCO3)N1CCc2ccccc2C1	8.1%	x
Nc1nnc(SCC(=O)Nc2ccc([N+](=O)[O-])cc2)s1	-3.3%	3%
Cc1cc(/C=N/N2C(=O)c3ccccc3C2=O)c(C)n1-c1ccc(F)cc1	-1.3%	4%
CCc1ccc(-c2nn(Cc3ccccc3)cc2/C=C/C(=O)O)cc1	-5.7%	x
O=C(c1ccc([N+](=O)[O-])cc1)N1CCN(Cc2ccccc2Cl)CC1	-1.8%	1%
CS(=O)(=O)Nc1ccc(C(=O)NC2CCCC2)cc1	3.0%	-8%
CCCOc1ccc(-c2cnc(SCC(N)=O)nc2N)cc1	0.9%	-2%
COc1ccc(/C=C/C(=O)c2c(O)c(OC)c3occc3c2OC)cc1	2.8%	2%
CC(C(=O)c1ccccc1)n1cnc2ccccc2c1=O (configuration not stated)	x	-1%
CCNS(=O)(=O)c1cc(S(C)(=O)=O)ccc1Cl	3.3%	-5%
Cc1cc(C)cc(N2C(=O)NC(=O)/C(=C\c3ccc(N(C)C)cc3)C2=O)c1	-1.4%	3%
Cc1ccc(-c2nc3ncccc3o2)cc1NC(=O)Cc1ccc(Cl)cc1	4.7%	-8%
COc1ccc(CNC(=O)c2cccc([N+](=O)[O-])c2)cc1	2.4%	1%
O=C(CN(c1ccc(Br)cc1)S(=O)(=O)c1ccccc1)NCC1CCCO1 (configuration not stated)	2.9%	-5%
O=C(NCC1CCCO1)c1ccc2c(c1)OCO2 (configuration not stated)	-0.8%	-13%
Nc1cc(N)nc(SCC(=O)Nc2ccccc2)n1	3.6%	x
CCN(CC)CCCOC(=O)C1(c2ccccc2)CCCC1	0.7%	x
O=C(NC1CC2CCCC(C1)N2C(=O)NC1CCCCC1)c1ccccc1 (configuration not stated)	0.4%	-8%
CCOc1ccc(C(=O)/C=C/c2cn(CN3CCN(C)CC3)c3ccccc23)cc1	-33%	x
O=C(NCCO)C(=O)NC1CCCCC1	-1.2%	-2%
CCOc1cc(NC(=O)c2ccccn2)c(OCC)cc1NC(=O)CC(C)C	-3.6%	-4%
COc1ccc(CCNC(=O)CSc2nnnn2Cc2ccc3c(c2)OCO3)cc1OC	4.7%	1%
CCOC(=O)c1ccc(COC(=O)c2nonc2N)cc1	-0.2%	3%
O=C(CCc1ccccc1)OCCN1CCOCC1	0.0%	-11%
COc1ccc(CN=Cc2c(O)n(-c3ccccc3Cl)c(=O)[nH]c2=O)cc1	-8.3%	0%

Some of these compounds in order of their number in Hsp70 displacement, high to low.
SMILES	Hsp70 displacement	MKP-3 inhibition
CCN(CC)CCCOC(=O)C1(c2ccccc2)CCCC1	0.7%	x
O=C(NC1CC2CCCC(C1)N2C(=O)NC1CCCCC1)c1ccccc1 (configuration not stated)	0.4%	-8%
O=C(CCc1ccccc1)OCCN1CCOCC1	0.0%	-11%
CCOC(=O)c1ccc(COC(=O)c2nonc2N)cc1	-0.2%	3%
COc1ccc(CN=Cc2c(O)n(-c3ccccc3Cl)c(=O)[nH]c2=O)cc1	-8.3%	0%
CCOc1ccc(C(=O)/C=C/c2cn(CN3CCN(C)CC3)c3ccccc23)cc1	-33%	x

(next part)
SMILES	Hsp70 displacement	MKP-3 inhibition
CNCCCC1Sc2ccccc2Oc2ccccc21 (configuration not stated)	-4.8%	x
CCOc1ccc(-c2nc(C)c(C(C)=O)n2O)cc1	3.7%	x
CCc1nnc(NC(=O)CSc2nnc(-c3ccccc3NC(=O)c3ccccc3)o2)s1	2.6%	-1%
COc1ccc(C(OC(=O)c2ccco2)C(=O)NCc2ccco2)cc1 (configuration not stated)	-2.3%	4%
COc1cccc(-n2c(/C=C/c3cn(C)c4ccccc34)nc3ccccc3c2=O)c1	-8.6%	4%
Cc1c2n(c3ccccc13)CCNC2c1ccccc1 (configuration not stated)	0.1%	0%
O=C(CSc1nnc(-c2ccco2)o1)NC1CCCCC1	x	-5%
COCCN1C(=O)c2ccccc2C(C(=O)N2CCN(c3ccccc3)CC2)C1c1ccc(F)cc1 (configuration not stated)	1.9%	x
COc1ccc(-c2nc(C#N)c(NCc3ccccc3Cl)o2)cc1	1.0%	6%
CCOc1ccc(N(CC(=O)Nc2ccc(F)c(F)c2)S(=O)(=O)c2c(C)noc2C)cc1	2.2%	-1%
CCCn1c(=O)c2ccccc2n2c(SCC(=O)c3cc(C)n(CCOC)c3C)nnc12	3.0%	-9%
Cc1ccc(C(=O)Nc2cccc(O)c2)cc1S(=O)(=O)N1CCCCC1	1.5%	4%
CCOc1ccc(C(=O)N(CN2CCCC2=O)c2ccc(C)cc2)cc1	4.9%	-8%
COC(=O)c1ccc(N2CCCCC2)c(NS(=O)(=O)c2ccc(C)cc2)c1	-3.6%	x
CNC(=O)c1ccsc1NC(=O)c1ccccc1	0.2%	4%

Some of the compounds tested. The share of hits here may be higher or lower than overall.
